# From PubChem BioAssay
# HSF1 activator = increases HSF-1 driven luciferase reporter signal | NIH3T3-HGL HSF-1 luciferase reporter, MG132, 8 h; 100% = twice DMSO control signal | activation, % at 9 µM | hit rate 1.7% among 300,000 | AID 504408;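 active means mean replicate activation of at least 50% with a set share of replicates each reaching 50%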;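 further: 0% = median of the neutral control wells and 100% = twice that signal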
# IEC-6 cytotox = kills IEC-6 intestinal cells in KLF5 counter-screen; inhibition, % at 5 µM; AID 1825; hit rate 0.78% among 290,000; IEC-6 cytotoxicity, luminescence viability; in the data active means inhibition above about 22%;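 further: 0% = plate median of test compound wells and 100% = cytotoxic reference compound wells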
# HSP90 inh = HSP90 refolding inhibition in rabbit reticulocyte lysate; AID 1789; luciferase refolding luminescence, 3 h; hit rate 0.91% among 290,000; inhibition, % at 5.6 µM;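 active means inhibition above the screen-wide mean plus 3 SD, computed separately per campaign, cut at about 16% in these data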;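 further: 0% = DMSO wells and 100% = 60 µM geldanamycin wells; inhibitors lower the luminescence because luciferase stays unfolded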
# GSK3A inh = inhibitors of human GSK-3 alpha kinase; AID 2650; inhibition, % at 10 µM; P49840; ADP-Glo luminescence, 60 min; hit rate 0.1% among 320,000;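 in the data active means inhibition above about 50%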;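 further: GST-tagged GSK-3 alpha with peptide substrate and 25 µM ATP; 0% = DMSO neutral wells and 100% = GW8510 positive control wells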
# Target sequence (P49840 whole entry, looked up): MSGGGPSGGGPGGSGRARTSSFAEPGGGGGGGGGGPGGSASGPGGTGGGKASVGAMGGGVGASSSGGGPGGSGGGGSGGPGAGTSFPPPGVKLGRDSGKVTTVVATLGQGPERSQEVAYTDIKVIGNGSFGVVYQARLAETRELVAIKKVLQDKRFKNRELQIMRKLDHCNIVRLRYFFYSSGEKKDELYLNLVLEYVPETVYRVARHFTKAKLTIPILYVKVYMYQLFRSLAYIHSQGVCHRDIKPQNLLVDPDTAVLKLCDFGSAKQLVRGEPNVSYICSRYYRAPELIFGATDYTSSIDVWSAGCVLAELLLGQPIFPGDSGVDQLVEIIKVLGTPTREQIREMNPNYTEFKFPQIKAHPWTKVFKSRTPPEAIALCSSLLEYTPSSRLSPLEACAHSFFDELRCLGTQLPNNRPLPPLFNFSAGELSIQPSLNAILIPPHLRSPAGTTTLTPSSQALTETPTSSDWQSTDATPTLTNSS
# HSF1 inh = HSF1 inhibition; activity change, negative = inhibition, % at 7.5 µM (by protocol); hit rate 0.77% among 300,000; AID 2098; NIH3T3-HGL HSE-luciferase, MG132-induced, luminescence 8 h; stronger effect = lower value;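 active means more than half of replicate wells show activity change below -50%, luminescence cut by over half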;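 further: luciferase reports HSF-1 transcriptional activity via heat shock element; 0% = median of DMSO wells and -100% = zero luminescence signal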
# KLF5 inh = kruppel-like factor 5 inhibition | DLD-1 KLF5 promoter-luciferase reporter, luminescence | inhibition, % at 5 µM | hit rate 0.23% among 290,000 | AID 1700;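 active means inhibition above a per-plate limit of that plate's mean compound inhibition plus 3 SD, cut at about 60% in these data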;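 further: 0% = DMSO wells and 100% = LY294002 at 200 µM; higher means less KLF5 promoter-driven luciferase light; inactives centre near -14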
# aSyn UTR inh = MLPCN primary screen, SNCA 5' untranslated region. alpha-synuclein 5'UTR reporter, inhibitor activity. inhibition, % (tested at 7.5 µM). hit rate 0.82% among 300,000. AID 1813; in the data active means inhibition above about 60%;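 further: H4 neuroglioblastoma cells stably carrying SNCA 5'UTR luciferase fusion; 0% = DMSO wells and 100% = positive control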
# PolyA inhibitor = yeast polyadenylation inhibition; AID 1875; hit rate 0.02% among 300,000; S. cerevisiae SKY197-pL101 polyadenylation reporter, beta-gal luminescence; efflux-impaired pdr1/pdr3 knockout yeast; score 100 = 6 SD above DMSO; calls only at 12 µM;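 active means lowest replicate activity score at least 50, where 100 means six control SD above control mean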;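 further: yeast exposed to compound for 9 h at 30 °C; higher score means more reporter readthrough which indicates perturbed polyadenylation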
# GSK3beta inhib = blocks human GSK3beta kinase activity; AID 2097; GST-GSK3beta kinase, ADP-Glo luminescence, 60 min; stronger effect = lower value; activity score (negative = inhibition), % at 10 µM; P49841; hit rate 0.038% among 300,000;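 active means more than half of replicate wells score below -50%, meaning over 50% inhibition versus plate controls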;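 further: 0% = median DMSO wells and -100% = median GW8510 positive control wells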
# Target sequence (P49841 whole entry, looked up): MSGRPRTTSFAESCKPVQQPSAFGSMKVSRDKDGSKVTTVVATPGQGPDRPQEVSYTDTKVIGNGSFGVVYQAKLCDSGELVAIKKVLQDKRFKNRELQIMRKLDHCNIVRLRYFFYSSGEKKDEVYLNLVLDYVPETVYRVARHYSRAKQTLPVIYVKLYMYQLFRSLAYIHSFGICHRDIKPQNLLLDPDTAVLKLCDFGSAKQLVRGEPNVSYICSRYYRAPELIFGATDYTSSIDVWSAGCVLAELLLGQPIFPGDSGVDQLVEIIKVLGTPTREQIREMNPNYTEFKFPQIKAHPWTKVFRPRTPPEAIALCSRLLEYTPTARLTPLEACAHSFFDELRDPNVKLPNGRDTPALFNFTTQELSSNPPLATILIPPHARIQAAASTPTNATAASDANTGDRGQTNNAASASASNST
#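 Assay system: GST-tagged human GSK3beta kinase, cell-free; Input: 1.6 ng GSK3beta; Medium: Tris/MgCl2 kinase buffer; Timing: 60 min enzyme reaction, room temperature; Signal: ADP-Glo luminescence quantifying ADP generated by kinase; Evaluation: score relative to plate controls; Benchmarks: DMSO neutral wells and GW8510 at 20 µM as positive.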
# AI-2 QS mod = Vibrio harveyi AI-2 quorum sensing modulation; Vibrio harveyi JMH597 AI-2 luminescence/OD600 ratio, 9 h; stronger effect = lower value; strain lacks LuxN and CqsS sensors; 0 = neutral-control median; hit rate 0.4% among 300,000; activity change, % at 7.5 µM; in the data active means activity change below about -75%, passing the limit was not always enough;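 further: luminescence divided by OD600 gain over 9 h not by final OD600 alone; inactives centre near 13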
# Starred values were filed as active, the others as inactive; i = inactive; / = no result given; & = joins results of further samples.
SMILES,HSF1 activator,IEC-6 cytotox,HSP90 inh,GSK3A inh,HSF1 inh,KLF5 inh,aSyn UTR inh,PolyA inhibitor,GSK3beta inhib,AI-2 QS mod
O=C(C1COc2ccccc2O1)N1CCN(Cc2ccc3c(c2)OCO3)CC1 (stereo unspecified),-1,-4,6,0,-6,5,-23,i,-3,-12
COc1ccc(OCC(=O)NCc2cccnc2)cc1,0,2,-5,13,-5,-8,-16,i,2,17
CC(C(=O)NC1CCCc2ccccc21)N1CCN(c2ccc(F)cc2)CC1 (stereo unspecified),12,-8,2,-2,0,-10,8,i,-2,25
COc1cc(/C=C/[N+](=O)[O-])ccc1OC(=O)c1cc2ccccc2oc1=O,44,6,8,9,9,-3,-102,i,/,/
CC1CCN(CCCNC(=O)c2ccc(N3CCCC3=O)cc2)CC1,7,6,2,0,8,-41,16,i,-2,-7
CCCCN(CC)C(=O)c1oc2ccc(S(=O)(=O)N3CCCC3)cc2c1C,-5,3,-2,-1,0,-44,26,i,1,32
Nc1cc(=O)[nH]c(SCC(=O)c2ccc(O)cc2O)n1,3,-1,1,1,2,-5,-12,i,-2,16
Cc1ccc(OCC(=O)NN2C(=O)c3ccccc3C2=O)cc1,4,4,0,5,0,5,-3,i,-3,-56
c1ccc(-c2ccc(C(c3ccccc3)n3ccnc3)cc2)cc1 (stereo unspecified),-13,6&5,3&2,-3,6,7&3,-39,i,3,45
COC(=O)c1cc(O)c(OCc2ccccc2)c(O)c1,20,1,0,-2,0,-39,-6,i,0,20
O=c1oc2ccccc2n1Cc1ccccc1F,16,0,-3,0,8,0,-3,i,2,11
Cc1ccc(-c2noc(CSc3nnc(-c4ccccc4)n3C)n2)cc1,5,-5,1,-3,3,25,-38,i,2,-2
CCCCCCCCC(=O)O,-5,/,/,-3,0,/,11,i,-1,10
Cc1ccc(C(=O)O)cc1S(=O)(=O)N1CCC(C(=O)O)CC1,-7,2,7,-7,-5,-1,31,i,2,9
COC(=O)Cn1nc(-c2ccc(C)c(S(=O)(=O)N(C)C)c2)c2ccccc2c1=O,11,-6,-2,-1,-7,-14,21,i,3,5
CCN(CCNC(=O)C1CCN(Cc2nc(-c3cccc(Cl)c3)oc2C)CC1)c1ccccc1,22,4,0,-2,-1,-3,24,i,2,5
COc1ccc(NC(=O)C(CCCCNC(=O)OC(C)(C)C)NC(=O)OCc2ccccc2)cc1 (stereo unspecified),8,-1,-1,1,-3,-10,14,i,1,-3
O=C(CSc1nc2ccccc2n1CCc1ccccc1)NC1CCS(=O)(=O)C1 (stereo unspecified),16,-1,12,0,3,-48,-11,i,3,9
COc1ccc2[nH]c(=O)c(CN(Cc3cccs3)C(=S)Nc3cccc(C)c3)cc2c1,11,-4,2,-3,8,-12,15,i,-1,20
CC(C)NC(=O)C(c1ccc(F)cc1)N(C(=O)CCC(=O)Nc1ccccn1)c1cccc(F)c1 (stereo unspecified),-17,2,-5,-4,-1,-9,-18,/,0,24
CN(C1CCCCC1)S(=O)(=O)c1ccc(NC(=O)C2CCCCC2)cc1,5,1,1,-4,-2,-32,28,i,-21,25
O=C(Nc1ccccc1N1CCOCC1)c1ccccc1NS(=O)(=O)c1ccc(F)c(F)c1,19,-1,-2,-2,6,-6,13,i,3,42
O=C(NC1CCCCC1)C1CCN(C(=O)c2ccccc2Cl)CC1,5,-5,-1,-1,-3,-18,16,i,1,26
CCc1nnc(NC(=O)CN2CCN(Cc3cccc(F)c3)CC2)s1,-11,5,1,0,-2,0,-4,i,2,10
CCN1C(=O)[C@H]2[C@@H](c3ccc(C)cc3)N3C(=O)N(c4ccccc4)C(=O)[C@@]3(C)[C@H]2C1=O,1,0,2,0,-8,-15,11,i,1,17
CCN(CC)c1nc(N)n(CCSC(=S)N(C)C)c(=O)n1,-12,7,0,-4,6,-14,12,i,-1,-2
Cc1ccc(CNC(=O)COC(=O)c2ccc(Cl)c(N)c2)cc1,47,-10,-6,/,10,-20,-8,i,2,16
COc1ccccc1N1CCN(C2CCCN(Cc3ccc(Cl)cc3)C2)CC1 (stereo unspecified),-2,2,-2,-1,-1,-20,3,i,-1,10
COc1ccc(/C=N/NC(=O)c2cccc([N+](=O)[O-])c2)cc1OC(=O)c1ccccc1,27,2,4,1,10,-18,4,i,-2,6
O=S(=O)(c1ccc(N2CCOCC2)cc1)N1CCOCC1,-1,2,0,-2,-3,-40,2,i,-1,24
CSc1nnnn1-c1ccc(C(=O)O)cc1,-7,2,2,20,-1,2,18,i,0,7
CN(C(=O)Cn1nc(Cl)ccc1=O)C1CCCN(Cc2ccccc2F)C1 (stereo unspecified),-9,7,3,2,-5,-18,3,i,3,18
CCOc1ccc(N2C(=O)CC(N(CCc3ccc(OC)cc3)C(=O)/C=C/C(=O)O)C2=O)cc1 (stereo unspecified),3,-1,0,-2,-6,-14,16,i,1,33
Cc1cccc(C)c1NC(=O)CSC(=O)c1sc2ccccc2c1Cl,-17,-2,1,-1,-13,-2,-13,i,0,19
Nc1cc(N2CCCCC2)c([N+](=O)[O-])cc1Cl,-14,-3,1,/,-5,6,13,i,1,18
Nc1cc(N)nc(SCC(=O)NNC(=O)c2ccc(Cl)cc2)n1,7,6,3,1,-1,-12,-12,i,2,19
CCOC(=O)c1ccc2c(c1)nc(SCC(=O)c1ccco1)n2CC,25,-5,-4,0,10,-35,-17,i,1,18
COc1ccc(N2CCN(C(=O)C(=O)c3c[nH]c4ccccc34)CC2)cc1,-3,-1,3,0,3,2,4,i,2,21
O=C(Nc1ccccc1N(C(=O)c1ccco1)S(=O)(=O)c1cccs1)c1ccco1,48,0,2,-3,15,-26,-5,i,3,11
CSc1ccccc1NC(=O)c1cc(Cl)sc1Cl,14,5,2,-4,1,-16,-4,i,0,29
CC1(C)Cc2ccccc2C(=NCCCC(=O)O)N1,-14,2,2,-2,-5,-25,8,i,3,18
CCCC(=O)OCC(=O)Nc1ccc(OC(F)F)cc1,-3,1,-4,-1,-8,-36,-17,i,3,7
CC1Cc2ccccc2N1C(=O)CSc1nc2ccccc2s1 (stereo unspecified),56*,-2,-1,0,19,-30,-30,i,-1,11
CCCCNC(=O)OCCNC(=O)NC,/,-3,-3,-2,/,-11,-1,/,1,33
O=C(c1cc(-c2ccc(Cl)cc2)n[nH]1)N1CCN(C(=O)c2ccco2)CC1,9,-3,1,-2,-5,-15,28,i,2,17
Cc1ccc(CCNC(=O)CN2C(=O)COc3ccc(S(=O)(=O)N4CCCCC4)cc32)cc1,-12,-7,1,-2,9,-15,-31,i,0,41
Cc1ccc(C(C)C)c(OCC(=O)Nc2ccc3c(c2)nc(CN2CCCC2)n3C)c1,7,4,0,-1,4,-12,15,i,0,9
O=c1ccccn1CCOc1ccc(Cl)cc1,20,6,-1,2,-5,-66,-53,i,-2,-1
CC1CN(c2nc3c(c(=O)[nH]c(=O)n3C)n2Cc2ccccc2F)CC(C)O1 (stereo unspecified),14,-4,3,1,0,-4,14,i,-1,18
CCCc1nc(C)c(-c2ccc(OC)c(OC)c2)c(=O)[nH]1,-1,-3,1,-1,-4,-2,-6,i,-1,17

# One compound at a time, from the list above. Values in the order: HSF1 activator, IEC-6 cytotox, HSP90 inh, GSK3A inh, HSF1 inh, KLF5 inh, aSyn UTR inh, PolyA inhibitor, GSK3beta inhib, AI-2 QS mod
# O=c1ccccn1CCOc1ccc(Cl)cc1 reads 20, 6, -1, 2, -5, -66, -53, i, -2, -1
# O=C(c1cc(-c2ccc(Cl)cc2)n[nH]1)N1CCN(C(=O)c2ccco2)CC1 reads 9, -3, 1, -2, -5, -15, 28, i, 2, 17
# CC1CN(c2nc3c(c(=O)[nH]c(=O)n3C)n2Cc2ccccc2F)CC(C)O1 (stereo unspecified) reads 14, -4, 3, 1, 0, -4, 14, i, -1, 18

# (listing goes on)
SMILES,HSF1 activator,IEC-6 cytotox,HSP90 inh,GSK3A inh,HSF1 inh,KLF5 inh,aSyn UTR inh,PolyA inhibitor,GSK3beta inhib,AI-2 QS mod
CCOc1ccc(NC(=O)CN(C)C(=O)c2cccnc2Sc2ccccc2Cl)cc1OCC,18,/,/,-3,10,/,16,i,4,10
Cc1cc(C)c2c(-n3cccc3)nn(C)c2n1,/,1,5,1,/,1,/,i,2,6
O=C(NNC(=S)Nc1cccc(Cl)c1)c1ccccc1OC(F)F,37,4,-1,-4,4,-5,-83,i,1,29
Cc1ccc(Cl)cc1NC(=S)Nn1cnnc1,-6,-7,-2,-1,-4,2,4,i,5,23
CC(=O)Nc1ccc(S(=O)(=O)N2CCCN(S(=O)(=O)c3ccc(NC(C)=O)cc3)CC2)cc1,8,-9,-1,-1,0,-7,0,i,1,30
Cc1ccc2[nH]c3c(=O)n(Cc4ccncc4)cnc3c2c1,-6,2,-6,0,-8,-1,14,i,1,24
COc1ccc(CCNC(=O)c2cc(C(C)C)on2)cc1OC,-19,13,-1,-1,-3,0,-19,i,1,32
O=C(COC(=O)Cc1ccsc1)NCC1CCCCC1,7,0,2,0,2,-8,8,i,-1,34
Cc1ccc(CN2C(=O)c3ccccc3NC23CCN(Cc2ccccc2)CC3)cc1,13,5,-3,-1,11,-19,10,/,1,45
COc1ccc(Cc2noc(-c3ccccc3)n2)cc1OC,6,-7,-8,-4,3,-13,-18,i,-2,-2
CCCCc1ccc(NC(=O)OC)cc1,9,1,3,-4,11,-14,-79,i,2,32
CCn1c(C)c(C(C)=O)c(N2CCN(c3ccccn3)CC2)nc1=S,-9,-3,-4,0,-12,-35,26,i,-2,-2
COc1ccc(-c2csc(Cc3nc(O)cs3)n2)cc1,40,2,-4,0,12,-149,-207,i,1,1
O=C(O)c1sc2ncccc2c1OCc1ccccc1,23,-4,-1,4,-1,-13,22,i,10,8
Cc1ccc(CNC(=O)CS(=O)(=O)c2cn(CC(=O)N3CCOCC3)c3ccccc23)cc1,7,-2,1,-2,-1,-39,-8,i,-5,17
O=C(COc1ccc(Br)cc1)NCCCNC(=O)c1ccncc1,2,-10,-2,0,0,-6,5,i,2,27
COc1cccc(CNC(=O)Cn2c(=O)oc3ccccc32)c1OC,1,0,-2,-3,1,6,7,i,1,18
Cc1c(C)n(CC(O)CN2CCCCCC2)c2ccccc12 (stereo unspecified),17,-1,1,-6,0,-16,17,i,-4,4
CCOP(=O)(OCC)C(NC(=O)Nc1ccc(Cl)cc1)C(=O)N(CC)CC (stereo unspecified),-1,-5,-1,1,0,-23,-25,i,1,16
CCN(CC(=O)Nc1ccc2c(c1)OCCO2)C(=O)/C=C/c1ccc(F)cc1,21,1,1,-1,14,-4,-70,i,0,-2
Cc1c(NS(=O)(=O)c2ccc(S(=O)(=O)c3ccccc3)s2)c(=O)n(-c2ccccc2)n1C,3,-8,-1,-7,3,-34,1,i,3,12
Cc1cc(OCCN2CCOCC2)ccc1[N+](=O)[O-],17,-3,-2,-1,4,-49,-80,i,-1,14
CCN(CC)c1ccc(/C=N/O)cc1,-21,-2,0,0,-3,12,-35,i,3,-3

# A portion of the library; the hit share may differ from the screen's.
